GSTO1 counter = inhibitors of recombinant GSTO1, primary screen, counter-screen for RBBP9 inhibitor project, biochemical, fluorescence polarization. AID 1974, 2009. hit rate 1.1% among 300,000. activity-based probe fluorescence polarization. Glutathione S-transferase omega-1 (Homo sapiens), P78417. inhibition, % at 5.96 µM;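 active = inhibition above the campaign mean inhibition plus 3 SD, cut at about 35% in these data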;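 note: 0% = GSTO1-1 with DMSO and 100% = wells lacking GSTO1-1 enzyme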
PAFAH1B3 inh = PAFAH1B3 enzyme inhibitors, primary screen, biochemical, fluorescence polarization, human; inhibition, % at 3.39 µM; hit rate 0.28% among 340,000; Platelet-activating factor acetylhydrolase IB subunit alpha1 (Homo sapiens), Q15102; recombinant PAFAH1B3, FP-rhodamine probe; AID 492972, 2010;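 active = inhibition above the screen-wide average of all tested compounds plus 3 SD, cut at about 25% in these data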;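 note: 0% = enzyme with DMSO only and 100% = wells lacking PAFAH1B3 protein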
Target sequence (Q15102 whole entry, looked up): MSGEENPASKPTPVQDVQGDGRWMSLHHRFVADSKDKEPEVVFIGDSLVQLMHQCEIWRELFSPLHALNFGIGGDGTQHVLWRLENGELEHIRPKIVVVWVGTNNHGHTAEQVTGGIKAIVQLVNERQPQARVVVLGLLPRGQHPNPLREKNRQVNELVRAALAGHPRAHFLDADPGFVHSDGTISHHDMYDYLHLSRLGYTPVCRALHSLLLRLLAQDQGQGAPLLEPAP
PAD4 FP inh = human PAD4 inhibitors, primary screen, biochemical, fluorescence polarization, 1536-well format; recombinant PAD4, RCA probe fluorescence polarization; inhibition, % at 6.36 µM; Protein-arginine deiminase type-4 (Homo sapiens), Q9UM07; AID 485272, 2010; hit rate 0.41% among 330,000;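 active = percent inhibition above a cutoff equal to the mean of all tested compounds plus 3 SD, cut at about 15% in these data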;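 note: 0% = PAD4 with RCA probe and DMSO and 100% = probe without PAD4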
Target sequence (Q9UM07 whole entry, looked up): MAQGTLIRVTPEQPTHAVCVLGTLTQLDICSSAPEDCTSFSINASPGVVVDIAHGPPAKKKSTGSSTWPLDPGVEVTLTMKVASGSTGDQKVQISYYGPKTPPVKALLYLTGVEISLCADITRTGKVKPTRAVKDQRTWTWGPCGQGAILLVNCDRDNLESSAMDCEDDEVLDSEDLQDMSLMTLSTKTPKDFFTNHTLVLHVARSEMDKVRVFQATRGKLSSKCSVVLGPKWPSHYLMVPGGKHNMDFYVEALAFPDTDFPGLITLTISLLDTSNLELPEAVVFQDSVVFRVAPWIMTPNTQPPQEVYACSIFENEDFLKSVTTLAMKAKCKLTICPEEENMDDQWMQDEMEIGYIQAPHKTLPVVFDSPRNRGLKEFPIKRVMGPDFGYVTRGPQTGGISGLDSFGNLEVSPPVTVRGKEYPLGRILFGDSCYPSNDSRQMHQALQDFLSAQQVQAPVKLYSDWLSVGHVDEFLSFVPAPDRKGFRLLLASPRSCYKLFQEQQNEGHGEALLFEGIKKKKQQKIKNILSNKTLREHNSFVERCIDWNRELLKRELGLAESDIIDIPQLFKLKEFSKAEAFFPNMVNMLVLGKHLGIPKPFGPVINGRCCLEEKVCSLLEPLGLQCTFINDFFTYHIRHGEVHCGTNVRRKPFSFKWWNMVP
PAFAH1B2 inh = PAFAH1B2 enzyme inhibitors, primary screen, biochemical, fluorescence polarization, human; Platelet-activating factor acetylhydrolase IB subunit alpha2 (Homo sapiens), P68402; recombinant PAFAH1B2, FP-rhodamine activity probe; inhibition, % at 3.39 µM; hit rate 1.2% among 340,000;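 active = inhibition above the mean of all tested compounds plus 3 SD, cut at about 24% in these data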;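 note: 0% = enzyme with DMSO and 100% = wells lacking PAFAH1B2; many of its hits are not listed in these tables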
Target sequence (P68402 whole entry, looked up): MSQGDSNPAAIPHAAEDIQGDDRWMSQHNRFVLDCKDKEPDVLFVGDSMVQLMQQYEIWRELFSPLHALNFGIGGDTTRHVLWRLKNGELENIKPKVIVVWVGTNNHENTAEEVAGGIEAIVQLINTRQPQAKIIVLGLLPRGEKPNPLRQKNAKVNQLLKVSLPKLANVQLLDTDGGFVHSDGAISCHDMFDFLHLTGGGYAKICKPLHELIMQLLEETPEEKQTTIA
PME-1 inh = PME-1 inhibitors via competitive probe labeling, primary screen, biochemical, fluorescence polarization, FP-Rh probe, HTS; AID 2130, 2009; inhibition, % at 5.9 µM; hit rate 0.53% among 320,000; recombinant PME-1;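 active = inhibition above the campaign mean of all compounds plus 3 SD, cut at about 26% in these data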;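 note: competitive labeling of PME-1 active site by serine hydrolase directed probe; 0% = PME-1 with DMSO and 100% = wells lacking PME-1 enzyme; inhibitors block probe labeling so polarization falls and inhibition rises; many of its hits are not listed in these tables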
LYPLA1 counter = LYPLA1 inhibitors, primary screen, counter-screen for PME1 inhibitor project, biochemical, fluorescence polarization, FP-Rh probe ABPP; Acyl-protein thioesterase 1 (Homo sapiens), O75608; recombinant LYPLA1; inhibition, % at 5.9 µM; hit rate 0.16% among 320,000; AID 2174, 2009;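 active = inhibition above the mean of all tested compounds plus 3 SD, set per campaign, cut at about 14% in these data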;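 note: inhibitors block serine hydrolase probe labeling of LYPLA1 so polarization falls; 0% = enzyme with DMSO and 100% = wells lacking LYPLA1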
pPAFAH inh = pPAFAH enzyme inhibitors, primary screen, biochemical, fluorescence polarization, human; Platelet-activating factor acetylhydrolase (Homo sapiens), Q13093; recombinant pPAFAH, FP-rhodamine probe fluorescence polarization; inhibition, % at 3.39 µM; hit rate 1.5% among 330,000;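 active = inhibition above the mean inhibition across the screen plus 3 SD, cut at about 25% in these data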;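 note: inhibitors block binding of the rhodamine activity-based probe so polarization drops; 0% = enzyme with DMSO and 100% = wells lacking pPAFAH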
Fam108B counter = mouse Fam108B serine hydrolase inhibitors, primary screen, counter-screen for RBBP9 inhibitor project, biochemical, fluorescence polarization | hit rate 0.33% among 300,000 | inhibition, % at 9.51 µM | AID 1947, 2009 | recombinant Fam108B, FP-Rh probe fluorescence polarization;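 active = inhibition above the screen mean inhibition plus 3 SD, computed separately per campaign, cut at about 18% in these data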;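 note: inhibitors lower polarization as less probe binds the enzyme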
PAFAH2 FP inh = PAFAH2 enzyme inhibitors, primary screen, biochemical, fluorescence polarization, human. recombinant PAFAH2, FP-rhodamine activity probe. inhibition, % at 3.39 µM. hit rate 0.99% among 340,000;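 active = inhibition above the mean over all tested compounds plus 3 SD, cut at about 30% in these data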;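 note: inhibitors block probe labeling of enzyme so polarization drops; 0% = enzyme with DMSO and 100% = wells lacking PAFAH2 protein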
Numbers without * were called inactive.

For Cc1ccc(C)c2nc(SCC(=O)N3CCCc4ccccc43)c(C#N)cc12 the results were GSTO1 counter 0, PAFAH1B3 inh 6, PAD4 FP inh 4, PAFAH1B2 inh -5, PME-1 inh -3, LYPLA1 counter -4, pPAFAH inh 1, Fam108B counter 2 and PAFAH2 FP inh -11.
`CN(C)C(=O)c1ccc(NC(=O)c2ccccc2-c2ccccc2)cc1` gave GSTO1 counter 5, PAFAH1B3 inh 2, PAD4 FP inh 4, PAFAH1B2 inh 1, PME-1 inh -5, LYPLA1 counter 2, pPAFAH inh 2, Fam108B counter -1 and PAFAH2 FP inh 2.
Screening CCOC(=O)[C@H]1[C@H]2COc3ccc(OC)cc3[C@@H]2N2C(=O)CN(Cc3ccc(F)cc3)C(=O)[C@@]12C returned PAFAH1B3 inh 9, PAD4 FP inh -4, PAFAH1B2 inh 1, PME-1 inh -5, LYPLA1 counter -3, pPAFAH inh -2 and PAFAH2 FP inh 4.
For Cc1nnsc1C(=O)NC1CCCCC1 the results were GSTO1 counter 10, PAFAH1B3 inh 8, PAD4 FP inh 3, PAFAH1B2 inh -1, PME-1 inh -4, LYPLA1 counter -1, pPAFAH inh -2, Fam108B counter 0 and PAFAH2 FP inh -8.
Screening CC(=O)NC(CC(=O)N(Cc1ccccc1)c1ccc(C)cc1)c1ccccc1 (centres undefined) returned GSTO1 counter -1, PAFAH1B3 inh 0, PAD4 FP inh -5, PAFAH1B2 inh -1, PME-1 inh -5, LYPLA1 counter -1, pPAFAH inh -5, Fam108B counter -3 and PAFAH2 FP inh 0.
`O=C(/C=C/c1ccc([N+](=O)[O-])cc1)N1CCN(S(=O)(=O)c2ccccc2)CC1` gave PAFAH1B3 inh -3, PAD4 FP inh 2, PAFAH1B2 inh -2, PME-1 inh 9, LYPLA1 counter -3, pPAFAH inh -2 and PAFAH2 FP inh 2.
`COc1ccc(C2Nc3ccccc3C(=O)N2c2ccc(F)cc2)cc1CSc1ccccn1` (centres undefined) gave GSTO1 counter 2, PAFAH1B3 inh -10, PAD4 FP inh 3, PAFAH1B2 inh 3, PME-1 inh 3, LYPLA1 counter 1, pPAFAH inh 3, Fam108B counter -3 and PAFAH2 FP inh 8.
Screening Cc1c(C(=O)NNC(=O)c2ccccc2O)oc2ccc(Br)cc12 returned GSTO1 counter -6, PAFAH1B3 inh 6, PAD4 FP inh -5, PAFAH1B2 inh 2, PME-1 inh -9, LYPLA1 counter -5, pPAFAH inh 58*, Fam108B counter 0 and PAFAH2 FP inh 6.
`Cc1nc2ccc(Cl)cc2c(-c2ccccc2)c1CC(=O)O` gave GSTO1 counter -3, PAFAH1B3 inh 2, PAD4 FP inh -4, PAFAH1B2 inh 9, PME-1 inh 2, LYPLA1 counter -2, pPAFAH inh 5, Fam108B counter 6 and PAFAH2 FP inh 1.
For O=c1cnnc(SCc2ccc([N+](=O)[O-])cc2)[nH]1 the results were GSTO1 counter -2, PAFAH1B3 inh 5, PAD4 FP inh -1, PAFAH1B2 inh 6, PME-1 inh -2, LYPLA1 counter 0, pPAFAH inh -2, Fam108B counter 4 and PAFAH2 FP inh 4.
COc1cc([N+](=O)[O-])ccc1NC(=O)COC(=O)CCOc1ccc(C)cc1 was read as PAFAH1B3 inh 18, PAD4 FP inh 1, PAFAH1B2 inh 0, PME-1 inh 4, LYPLA1 counter -3, pPAFAH inh 7 and PAFAH2 FP inh 3.
`CC(C)OCCCNC(=O)c1ccc2c(c1)ncn2C1CCCC1` gave GSTO1 counter 3, PAFAH1B3 inh 0, PAD4 FP inh -4, PAFAH1B2 inh -6, PME-1 inh 4, LYPLA1 counter 0, pPAFAH inh -1, Fam108B counter 5 and PAFAH2 FP inh 8.
Screening Cc1ccnc(SCC(=O)N2CCN(C(c3ccccc3)c3ccccc3)CC2)n1 returned GSTO1 counter -3, PAFAH1B3 inh 2, PAD4 FP inh -2, PAFAH1B2 inh 5, PME-1 inh 0, LYPLA1 counter 0, pPAFAH inh -16, Fam108B counter 3 and PAFAH2 FP inh -4.
Screening COc1cc(COC(=O)c2cnc(C)cn2)c(OC)cc1Br returned GSTO1 counter 3, PAFAH1B3 inh 0, PAD4 FP inh -3, PAFAH1B2 inh 11, PME-1 inh -5, LYPLA1 counter -2, pPAFAH inh -4, Fam108B counter 3 and PAFAH2 FP inh 5.
For O=C(CSc1ncnc2c1nnn2Cc1ccccc1)NC1CCCC1 the results were GSTO1 counter 5, PAFAH1B3 inh 2, PAD4 FP inh 0, PAFAH1B2 inh 3, PME-1 inh 6, LYPLA1 counter 5, pPAFAH inh 6, Fam108B counter 2 and PAFAH2 FP inh 7.
`COc1cc(/C=N\NC(=O)Cn2nnc3ccccc32)cc(OC)c1OC` gave GSTO1 counter -1, PAFAH1B3 inh 6, PAD4 FP inh -7, PAFAH1B2 inh -4, PME-1 inh -4, LYPLA1 counter -3, pPAFAH inh -3, Fam108B counter 3 and PAFAH2 FP inh 4.
`Cc1cc(C)c(N=Cc2c(O)c3ccccc3oc2=O)c(C)c1` gave GSTO1 counter -2, PAFAH1B3 inh 6, PAD4 FP inh -5, PAFAH1B2 inh -1, PME-1 inh 2, LYPLA1 counter 2, pPAFAH inh -1, Fam108B counter -1 and PAFAH2 FP inh -7.
COc1ccc(NC(=O)CN(C)C(=O)Cc2coc3cc(C)c(C)cc23)cc1 was read as GSTO1 counter 6, PAFAH1B3 inh 7, PAD4 FP inh 1, PAFAH1B2 inh 10, PME-1 inh 1, LYPLA1 counter -3, pPAFAH inh 5, Fam108B counter 2 and PAFAH2 FP inh 5.
`CC(c1ccccc1)N1CCC(CNC(=S)Nc2cccc(Cl)c2)C1` (centres undefined) gave GSTO1 counter -3, PAFAH1B3 inh 2, PAD4 FP inh 0, PAFAH1B2 inh 3, PME-1 inh -8, LYPLA1 counter -2, pPAFAH inh -4, Fam108B counter -6 and PAFAH2 FP inh 2.
Screening CCn1nc(C)c(CN2CCc3c([nH]c4ccccc34)C2c2ccc(F)c(OC)c2)c1C (centres undefined) returned GSTO1 counter -4, PAFAH1B3 inh 10, PAD4 FP inh 2, PAFAH1B2 inh 1, PME-1 inh 3, LYPLA1 counter 4, pPAFAH inh 6, Fam108B counter 1 and PAFAH2 FP inh -6.
CC(=O)CC(=O)Nc1ncccn1 was read as GSTO1 counter 1, PAFAH1B3 inh 1, PAD4 FP inh -5, PAFAH1B2 inh 5, PME-1 inh -8, LYPLA1 counter 2, pPAFAH inh -6, Fam108B counter -2 and PAFAH2 FP inh -4.
`COc1ccc(CCN2C(=O)c3ccncc3C2=O)cc1OC` gave GSTO1 counter 2, PAFAH1B3 inh 7, PAD4 FP inh -2, PAFAH1B2 inh 3, PME-1 inh -5, LYPLA1 counter 1, pPAFAH inh -1, Fam108B counter 9 and PAFAH2 FP inh 6.
Screening COC(=O)CC1NCCNC1=O (centres undefined) returned GSTO1 counter -3, PAFAH1B3 inh 6, PAD4 FP inh -5, PAFAH1B2 inh 9, PME-1 inh -3, LYPLA1 counter -3, pPAFAH inh 3, Fam108B counter 0 and PAFAH2 FP inh 9.
For Cc1occc1C(=O)NNC(=O)COc1ccc(Br)cc1Br the results were GSTO1 counter 2, PAFAH1B3 inh 6, PAD4 FP inh 1, PAFAH1B2 inh 3, PME-1 inh -2, LYPLA1 counter -4, pPAFAH inh 2, Fam108B counter 4 and PAFAH2 FP inh 7.
`Cc1cc(C)n(-c2nc3ccccc3c3nc(C)nn23)n1` gave GSTO1 counter 6, PAFAH1B3 inh 5, PAD4 FP inh 3, PAFAH1B2 inh 4, PME-1 inh -7, LYPLA1 counter -3, pPAFAH inh -4, Fam108B counter 2 and PAFAH2 FP inh 4.
Screening CCc1cc2c(=O)n(Cc3ccco3)c(SCC(=O)N3CCCc4ccccc43)nc2s1 returned GSTO1 counter -3, PAFAH1B3 inh 2, PAD4 FP inh -6, PAFAH1B2 inh -2, PME-1 inh -4, LYPLA1 counter -5, pPAFAH inh 4, Fam108B counter 1 and PAFAH2 FP inh 1.
For Cc1cc(NC(=O)CCNS(=O)(=O)c2ccc3[nH]c(=O)oc3c2)ccc1Br the results were GSTO1 counter 7, PAFAH1B3 inh -1, PAD4 FP inh -5, PAFAH1B2 inh 0, PME-1 inh 7, LYPLA1 counter -1, pPAFAH inh 10, Fam108B counter 2 and PAFAH2 FP inh -4.
COc1cccc(-n2c(CNC(=O)OC(C)(C)C)n[nH]c2=S)c1 was read as GSTO1 counter 4, PAFAH1B3 inh -5, PAD4 FP inh 5, PAFAH1B2 inh -2, PME-1 inh -1, LYPLA1 counter 0, pPAFAH inh 2, Fam108B counter 0 and PAFAH2 FP inh 3.
`CCOc1cccc(C2C(C(=O)c3ccc(C)o3)=C(O)C(=O)N2CCCn2ccnc2)c1` (centres undefined) gave GSTO1 counter 8, PAFAH1B3 inh -15, PAD4 FP inh -1, PAFAH1B2 inh 4, PME-1 inh 1, LYPLA1 counter -1, pPAFAH inh 7, Fam108B counter 1 and PAFAH2 FP inh -3.
For CC(=O)Nc1ccc(NS(=O)(=O)c2ccccc2)c2ccccc12 the results were GSTO1 counter 4, PAFAH1B3 inh 3, PAD4 FP inh -5, PAFAH1B2 inh 4, PME-1 inh -3, LYPLA1 counter 0, pPAFAH inh -4, Fam108B counter 1 and PAFAH2 FP inh -7.
For COc1ccc(/C=N/Nc2cc(C)nc(N)n2)cc1 the results were GSTO1 counter 2, PAFAH1B3 inh 0, PAD4 FP inh 1, PAFAH1B2 inh 4, PME-1 inh -3, LYPLA1 counter 1, pPAFAH inh 2, Fam108B counter -1 and PAFAH2 FP inh 0.
`Cc1ncc(CO)c(/C=N/NC(=S)Nc2ccc(F)cc2)c1O` gave GSTO1 counter -19, PAFAH1B3 inh 20, PAD4 FP inh -2, PAFAH1B2 inh 10, PME-1 inh 4, LYPLA1 counter -8, pPAFAH inh 23, Fam108B counter 5 and PAFAH2 FP inh 28.
CCC(C)NC(=O)c1oc2ccc(S(=O)(=O)N3CCC4(CC3)OCCO4)cc2c1C (centres undefined) was read as GSTO1 counter -18, PAFAH1B3 inh 9, PAD4 FP inh 2, PAFAH1B2 inh 5, PME-1 inh -4, LYPLA1 counter 1, pPAFAH inh 4, Fam108B counter 7 and PAFAH2 FP inh 6.
`CCCN1CCN(CCCNC(=O)CCN2C(=O)COc3ccccc32)CC1` gave GSTO1 counter 13, PAFAH1B3 inh 3, PAD4 FP inh -1, PAFAH1B2 inh 3, PME-1 inh -1, LYPLA1 counter 4, pPAFAH inh 2, Fam108B counter -1 and PAFAH2 FP inh 6.
CCOc1ccc(CC(=O)NNC(=O)/C=C/C(=O)O)cc1 was read as GSTO1 counter 3, PAFAH1B3 inh 2, PAD4 FP inh 0, PAFAH1B2 inh 1, PME-1 inh 0, LYPLA1 counter 0, pPAFAH inh 4, Fam108B counter -2 and PAFAH2 FP inh -4.
`Cc1ccc(NC(=O)c2cc3ccccc3oc2=O)cc1S(=O)(=O)N(C)C` gave GSTO1 counter -5, PAD4 FP inh -2, PME-1 inh 0, LYPLA1 counter -1, pPAFAH inh 0 and Fam108B counter 2.

High-throughput results from PubChem.

A portion of the library; count on the stated rates, not on these rows.
